# High-throughput results (PubChem BioAssay)
# GLS inhibitor: blocks human kidney-isoform glutaminase activity | AID 624170 | GLS enzymatic activity, qHTS titration | O94925 | 410,000 tested, 0.21% active | Potency, µM (titrated, usually from 45.5 µM), for the others: at the top dose activity change, negative = inhibition, usual class: inhibitors; note: potency is the fitted concentration of half-maximal effect; % is set by controls: 0 for no effect and ±100 for the full control effect
#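 hKGA in 45 mM KH2PO4 (pH 8.2), 0.02% Tween-20 with compound, then 1mM L-Glutamine (stock as added) plus glutamate oxidase/HRP/Amplex red coupling mix. Fluorescence read initially and after 30 min at RT; signal change reflects glutamate formation.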
# JMJD2A Tudor: blocks the human JMJD2A Tudor domain; O75164; AlphaScreen JMJD2A-Tudor / H3K4me3 peptide binding; Potency, µM (highest dose often 114 µM), without a hit: at the top dose activity change, negative = inhibition, hits mostly inhibitors; 390,000 tested, 4.4% active; note: potency is the fitted concentration of half-maximal effect; % is set by controls: 0 for no effect and ±100 for the full control effect; nearly all actives have a fitted effect of over 50% in size
# ERG-DNA inh: inhibitors of human ERG Ets domain-DNA interaction. fluorescence polarization, His-ERG Ets domain / labelled DNA. Potency, µM (series often up to 76.9 µM), for the others: at the highest dose FP activity, negative = inhibition, hits mostly inhibitors. 370,000 tested, 0.028% active. AID 624246; active = well fitted inhibition curve with a large enough effect in the polarisation, with a control signal flat; inconclusive = small, poorly fitted or top-dose-only effect, or effect the other way, or a change in a side signal; inactive = no such curve, though single readings can be large or run the other way; the % refers to the polarisation;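 note: polarization taken with two DNA probes labelled with fluorescein and Texas red; potency is the fitted concentration of half-maximal effect; % of control where 0% means no effect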
# Target sequence (P11308 whole entry, looked up, the tested form may be a part): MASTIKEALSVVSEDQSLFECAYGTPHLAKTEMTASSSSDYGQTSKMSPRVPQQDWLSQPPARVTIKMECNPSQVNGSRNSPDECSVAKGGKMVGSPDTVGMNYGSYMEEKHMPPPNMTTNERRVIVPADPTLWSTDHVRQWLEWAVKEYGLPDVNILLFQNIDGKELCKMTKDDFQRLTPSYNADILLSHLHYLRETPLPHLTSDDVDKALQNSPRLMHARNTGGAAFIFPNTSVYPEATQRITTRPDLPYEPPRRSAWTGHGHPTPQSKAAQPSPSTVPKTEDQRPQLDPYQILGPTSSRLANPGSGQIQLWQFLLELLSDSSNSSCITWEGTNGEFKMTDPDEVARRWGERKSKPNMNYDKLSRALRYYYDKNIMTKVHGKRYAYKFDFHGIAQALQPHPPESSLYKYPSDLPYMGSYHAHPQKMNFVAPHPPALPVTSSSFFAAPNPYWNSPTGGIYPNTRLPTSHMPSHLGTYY
#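 His-tagged ERG Ets domain (1 uM in the protein solution; 300mM KCl, 50mM Tris-HCl, 1mM EDTA, 1mM DTT, pH 7.5) received compound, then a probe mix of 5 nM fluorescein-DNA and 100nM Texas-615-DNA. Fluorescence polarization was read for both dyes.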
# G9a block: G9a (human) methyltransferase inhibition. AID 504332. G9a H3K9 monomethylation, AlphaScreen, 2 h. Potency, µM (top dose mostly 102 µM), for the others: at the highest dose activity, negative = inhibition, actives largely listed as inhibitors. Q96KQ7. 350,000 tested, 8.8% active; note: potency is the fitted concentration of half-maximal effect; % is set by controls: 0 for no effect and ±100 for the full control effect; nearly all actives have a fitted effect of over 75% in size
#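 AlphaScreen read-out: biotin-H3K9 peptide (500 nM) methylation by 20 nM enzyme with 20 uM SAM, 2 h at room temperature after 15 min compound preincubation; anti-monomethyl H3K9 antibody plus donor/acceptor beads, 10 min dark.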
# HP1b binding inh: HP1-beta chromodomain-methylated histone interaction inhibition. AlphaScreen HP1-beta / biotin-H3K9me3 peptide binding. 390,000 tested, 0.56% active. P83916. AID 540317. Potency, µM (top dose mostly 114 µM), inactives show at the top dose activity change, negative = inhibition, actives largely listed as inhibitors; note: potency is the fitted concentration of half-maximal effect; nearly all actives have a fitted effect of over 70% in size; inactives centre near 23
#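 HP1-beta protein (50 nM final) preincubated 30 min at room temperature with biotinylated H3(1-18)K9me3 peptide (50 nM) in PBS pH 7.4, 0.01% Tween-20, then compound added for 30 min. AlphaScreen streptavidin donor/nickel chelate acceptor beads (10 ug/mL final), 30 min dark, luminescence read.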
# RGS4 inh: inhibitors of human regulator of G protein signaling 4; P49798; Transcreener GDP fluorescence polarization, RGS4-accelerated GTP hydrolysis; Potency, µM (series often up to 114 µM), for inactives: at the highest dose activity change, negative = inhibition, hits mostly inhibitors; 390,000 tested, 0.039% active; note: potency is the fitted concentration of half-maximal effect; % is set by controls: 0 for no effect and ±100 for the full control effect; nearly all actives have a fitted effect of over 75% in size; some results filed as inactive show a strong effect at the top dose
#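 MLSMR compounds (23 nl, pin-transferred) preincubated 10 min at room temperature with a 500nM (2x) first reagent, then RGS4 at 900nM (2x) plus Transcreener GDP mix added; fluorescence polarization (620/688 nm) read before and after 90 min at 30 °C.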
# BAZ2B inh: BAZ2B (human) inhibition. Q9UIF8. AlphaScreen BAZ2B-H3K14Ac peptide displacement. Potency, µM (titrated, usually from 114 µM), for the others: at the top dose activity change, negative = inhibition, actives largely listed as inhibitors. 360,000 tested, 4.4% active. AID 504333; note: potency is the fitted concentration of half-maximal effect; % is set by controls: 0 for no effect and ±100 for the full control effect; nearly all actives have a fitted effect of over 60% in size
#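 Multi-concentration screen (max 110 uM) measuring displacement of acetylated histone H3 peptide from BAZ2B by AlphaScreen, using 50 nM protein, 50 nM peptide and 10 ug/mL streptavidin donor plus Ni-chelate acceptor beads.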
# ALOX12 inh: inhibitors of human 12S-lipoxygenase ALOX12 | P18054 | purified 12hLO, xylenol orange hydroperoxide absorbance | Potency, µM (top dose mostly 108 µM), without a hit: top-dose activity change, negative = inhibition, hits mostly inhibitors | 580,000 tested, 1.1% active; note: potency is the fitted concentration of half-maximal effect; % is set by controls: 0 for no effect and ±100 for the full control effect
#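 Purified human 12hLO (150 nM final) in 25 mM Hepes, 0.01% Triton X-100, pH 7.0 was preincubated 15 min at room temperature with compound. Then 40 uM arachidonic acid was added, 30 min. Hydroperoxide was read by Fe-XO absorbance ratio 573/405 nm.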
# PI4K2A inh: inhibitors of human PI4K2A; Q9BTU6; purified PI4K2A, ADP-Glo luminescence, 1 h; active compounds read low; activity change, negative = inhibition, % at 76.9 µM; 420,000 tested, 0.13% active; in the data active = activity change below about -50%; inconclusive = mostly about -30% to -49%;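 note: -100% = wells without enzyme as full effect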
# Target sequence (Q9BTU6 whole entry, looked up): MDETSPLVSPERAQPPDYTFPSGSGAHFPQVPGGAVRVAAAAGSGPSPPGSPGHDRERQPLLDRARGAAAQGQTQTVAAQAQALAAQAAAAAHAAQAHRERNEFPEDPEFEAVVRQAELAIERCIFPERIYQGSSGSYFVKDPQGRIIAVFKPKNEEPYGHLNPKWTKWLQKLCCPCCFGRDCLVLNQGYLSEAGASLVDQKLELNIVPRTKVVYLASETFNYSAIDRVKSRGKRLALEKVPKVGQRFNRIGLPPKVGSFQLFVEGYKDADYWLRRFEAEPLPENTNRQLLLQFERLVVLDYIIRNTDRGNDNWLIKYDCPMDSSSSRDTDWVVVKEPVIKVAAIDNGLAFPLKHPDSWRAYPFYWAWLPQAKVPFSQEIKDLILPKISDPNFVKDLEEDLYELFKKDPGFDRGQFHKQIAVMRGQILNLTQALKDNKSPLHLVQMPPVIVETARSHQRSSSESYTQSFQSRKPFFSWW
#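 In this quantitative HTS, ADP production by PI4K2A was quantified luminescently after 1 h at ambient temperature; 100 microM adenosine served as plate-quality control.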
# Numbers without * were called inactive; i = inactive; ? = inconclusive; . = not tested or not shown; & = joins results of further samples; [ ] = remark or other dose. Unless noted, calls come from the whole dose curve; as a rule, active = well fitted curve in the direction sought with a large enough effect; inconclusive = small, poorly fitted or top-dose-only effect, or another doubt; inactive = no such curve, though single readings can be large; an effect the other way counts as inactive or inconclusive. Some of the compounds tested; rates above refer to the full screens.
SMILES,GLS inhibitor,JMJD2A Tudor,ERG-DNA inh,G9a block,HP1b binding inh,RGS4 inh,BAZ2B inh,ALOX12 inh,PI4K2A inh
Cc1nnc(SCCCCSc2nnc(C)c(=O)[nH]2)[nH]c1=O,28%,-7%,14%,10%,19%,3%,8%,2%,0
CCOc1ccc(CCNC(=O)Cn2cccc2C(=O)c2ccccc2C)cc1OCC,0%,-30%,12%,7%[59 µM],14%,-5%,?,-16%,2
COc1ccc(NC(=O)N(Cc2cc3ccc(OC)cc3[nH]c2=O)CC2CCCO2)cc1 (stereo unspecified),0%,-17%,-3%,.,17%,6%,?,-1%,-2
Cc1ccc2c(c1)NC(=O)c1cccnc1N2,10%,-25%,5%,45µM*,-8%,-52%,3%[57.1 µM],-6%,9
CCN(CC)C(c1ccc(F)cc1)c1nnnn1CC1CCCO1 (stereo unspecified),-12%,-11%,-1%,1%[12.7 µM],17%,-10%,-8%,-78%,-9
O=C(c1cccc(-n2cccc2)c1)N1CCN(S(=O)(=O)c2ccccc2Br)CC1,-17%,-21%,8%,45µM*,-6%,-2%,-33%,-9%&-4%,0
COc1cccc(COC(=O)c2ccc(-c3nnn(Cc4ccccc4)n3)cc2)c1,0%,12%,5%,?,20%,19%,-14%,-14%,2
COc1ccc(-c2cc(=O)c3ccccc3o2)cc1,2%,-21%,1%,19%[12.7 µM],28%,-5%,2%,44%[activator],0
COc1cc(CN(C(=O)c2ccccc2Br)c2ccccn2)cc(OC)c1OC,2%,-3%,0%,-33%[59 µM],53%[activator],-13%,-18%,-1%,-1
Cc1ccnn1CC(=O)N/N=C/c1ccc2c(c1)OCO2,9%,-7%,1%,29%[59 µM],24%,-10%,2%,0%,-4
CCOCCCNC(=S)N1CCN(c2nc(-c3ccccc3)cs2)CC1,3%,?,-2%,?,-12%,-29%,50µM*,18%,6
O=C(Nc1ccccc1)c1ccccc1NC(=O)c1ccccc1C(=O)O,-8%,-1%,28%,.,50%[activator],1%,.,?,0
CCCCCCC(C)OC(=O)Nc1cccc2ccccc12 (stereo unspecified),-3%,117%[activator],-7%,237%[activator],116%[activator],5%,106%[activator],4%,-2
Cc1cc(C)n2nc(SCC3COc4ccccc4O3)nc2n1 (stereo unspecified),0%,-12%,-1%,?,2%,9%,3%,-4%,-4
CCCn1c(SCC(=O)NC2CC2)nnc1-c1cccs1,-3%,-4%,-12%,34%,30%,-1%,-2%,8%,-2
O=C(CCC(C(=O)O)N1C(=O)c2ccccc2C1=O)Nc1ccccc1 (stereo unspecified),7%,-11%,9%,.,30%,-33%,.,-10%,1
O=C(NCCc1ccccn1)C1CCN(S(=O)(=O)c2ccc(Cl)cc2)CC1,-4%,6%,5%,-2%,23%,-25%,-1%,10%,3
CCC/C(=C1/c2ccccc2C(=O)N1c1ccccc1)c1cnc(OC)nc1,0%,-35%,1%,.,6%,2%,.,?,1
O=C(c1cc([N+](=O)[O-])ccc1Cl)N1CCN(Cc2ccccc2)CC1,-5%,-19%,-15%,71µM*,16%,13%,-32%,i,-3
C[C@H](NS(=O)(=O)c1ccc2c(c1)OCCCO2)C(=O)N1CCN(c2ccc(F)cc2)CC1,-4%,-26%,-8%,-7%[2.33 µM],26%,0%,4%,-16%,-2
COc1ccccc1C(=O)Nc1cccc(C(=O)OCc2cc(=O)n3nc(C4CC4)sc3n2)c1,0%,-4%,-4%,17%[59 µM],37%,-11%,-1%,?,-5
O=C(CCNC(=O)c1ccccc1)NNC(=O)COc1ccccc1Cl,5%,-18%,-5%,.,39%[activator],-8%,.,14%,-1
C/C(N)=C(/C#N)C(=O)COC(=O)C1CCN(C(=O)c2ccc(Cl)cc2)CC1,-1%,-10%,-1%,9%,20%,-4%,2%,-16%,-2
Cc1cccc(NC(=O)CN2C(=O)C3(SCC(=O)N3c3ccccc3)c3ccccc32)c1 (stereo unspecified),-10%,-27%,-4%,-21%[59 µM],-2%,-5%,1%[57.1 µM],-13%,1
CC(=O)/C(=C\N(C)C)Sc1ccc(Cl)cc1,-1%,-17%,86%[activator],.,39%,-14%,-3%,-23%,6

# Record cards, as listed above. Order of screens: GLS inhibitor, JMJD2A Tudor, ERG-DNA inh, G9a block, HP1b binding inh, RGS4 inh, BAZ2B inh, ALOX12 inh, PI4K2A inh
# Cc1cc(C)n2nc(SCC3COc4ccccc4O3)nc2n1 (stereo unspecified) is listed with 0%, -12%, -1%, ?, 2%, 9%, 3%, -4%, -4
# Cc1cccc(NC(=O)CN2C(=O)C3(SCC(=O)N3c3ccccc3)c3ccccc32)c1 (stereo unspecified) is listed with -10%, -27%, -4%, -21%[59 µM], -2%, -5%, 1%[57.1 µM], -13%, 1

# Carrying on:
SMILES,GLS inhibitor,JMJD2A Tudor,ERG-DNA inh,G9a block,HP1b binding inh,RGS4 inh,BAZ2B inh,ALOX12 inh,PI4K2A inh
CCOc1ccccc1C(=O)N1CCN(CCc2ccccn2)CC1,9%,-30%,-5%,5%[59 µM],21%,16%,-16%,-25%,-2
Cc1nc2scc(C)n2c(=O)c1S(=O)(=O)Nc1ccc(N2CCOCC2)cc1,32%&83%[activator],-15%&-13%,-4%&0%,-51%,20%&-1%,-39%&-7%,?,?,-4&0
O=C(NCCCc1ccccc1)c1cccc(NC(=O)C2CCCC2)c1,-1%,-9%,7%,.,24%,-11%,.,9%,0
Cc1cc(C)c2nc(NC(=O)c3ccc(S(=O)(=O)N4CCc5ccccc54)cc3)sc2c1,-5%,-21%,-1%,-7%[59 µM],15%[57 µM],-25%,-13%,?,-2
CCC1Cc2c(nc(N)c3c(N)nc(N4CCOCC4)c(C#N)c23)O1 (stereo unspecified),-5%,-12%,5%,0%,50%[activator],-7%,.,0%,4
Cc1cc(C)n2nc(C(=O)OCC(=O)NNC(=O)c3ccc(Cl)cc3)nc2n1,11%,-17%,-1%,-8%[2.33 µM],8%,12%,10%,4%,4
COc1cccc(C(=O)NC(=O)Nc2cc(C)[nH]n2)c1,-3%,-4%,6%,0%[12.7 µM],44%[activator],8%,-2%,-13%,3
Cc1cccc(C)c1NC(=O)COC(=O)c1ccc2[nH]c3c(c2c1)CCCC3,-1%,-9%,3%,-3%,35%,24%,-20%,-20%,-13
COc1ccc(C(=O)C(C)OC(=O)c2cccc(S(=O)(=O)Nc3c(C)n(C)n(-c4ccccc4)c3=O)c2)cc1 (stereo unspecified),-22%,-19%,6%,.,17%,-23%,.,-12%,-3
COc1ccc(N2CCN(C(=O)C(NC(=O)c3c(F)cccc3F)C(C)C)CC2)cc1 (stereo unspecified),19%,-10%,6%,?,10%,3%,18%,15%,2
COc1ccc(CN2CCN(CCc3ccccc3)C(CCO)C2)cc1Cn1cncn1 (stereo unspecified),0%,-11%,2%,-3%,23%,23%,-10%,1%,-1
CCn1nccc1C(=O)Nc1ccc(Cl)cn1,3%,-14%,1%,-12%,39%,0%,25%,0%,-15
CCOc1ncccc1C(=O)OCC(=O)c1ccc(Br)s1,19%,25%,20%,.,70%[activator],2%,.,-21%,-2
OCCNCc1cc(Br)ccc1OCc1ccc(Cl)cc1Cl,1%,?,-6%,8%[59 µM],16%,8%,8%,-20%,-1
CCN(CC(=O)NCc1ccc(F)cc1)C(=O)C1CC1C (stereo unspecified),-1%,-6%,-6%,4%,14%,2%,-2%,13%,2
COc1ccc(-c2n[nH]c(=S)n2-c2ccc(C)cc2)cc1,-18%,?,4%,0.89µM*,-3%,22%[11.4 µM],-15%,18µM*,-3
COc1ccc(-c2c(C#N)c(SCC(=O)c3cc4ccccc4oc3=O)nc(C)c2C(=O)Nc2ccccc2)cc1,4%,-25%,3%,-10%[59 µM],26%,-27%,1%,-20%,4
COc1ccc(S(=O)(=O)N(C)CC(=O)N2CCC(C(N)=O)CC2)cc1,7%,-9%,.,13%[59 µM],17%,9%,0%,16%,2
CC(=O)Nc1cccc(-c2nnc3n2CC(C)S3)c1 (stereo unspecified),3%,-8%,.,0%[59 µM],22%,11%,-2%,8%,-1
CCN(CC)S(=O)(=O)c1ccc2oc(C(=O)N3CCCCCC3)c(C)c2c1,3%,10%,-7%,-1%[12.7 µM],10%,-11%,6%,0%,-3
CC(C)C[C@@H](CNCC(=O)[C@H](C)NC(=O)c1[nH]cnc1C(=O)N[C@H](CN)CC(C)C)NC(=O)c1nc[nH]c1C(=O)N[C@@H](C)C(=O)O,0%,56µM*,-2%,.,33%,?,.,37%,-7
CCOc1ccccc1NC1c2ccccc2C(=O)N1c1ccc(C)cn1 (stereo unspecified),14%,?,13%,?,4%,-11%,-27%,22%,0
CC(C)(C)C(=O)Nc1ccc2oc(-c3cc(F)c(F)cc3Cl)nc2c1,7%,-7%,1%,-2%,35%[activator],-10%,8%,12%,-3
CC(C)(C)CC(C)(C)c1ccc(O)c(-n2nc3ccccc3n2)c1,3%,.,.,7%[12.7 µM],.,.,.,18%,-1
O=C(Nc1ccc(Br)cc1)C1CC=CCC1C(=O)OCC1CCCO1 (stereo unspecified),-2%,-2%,5%,24%[59 µM],9%,-8%,5%,?,-3
CC(C)CN(C(=O)CC(C)c1ccccc1)c1c(N)n(Cc2ccccc2)c(=O)[nH]c1=O (stereo unspecified),-9%,1%,10%,-26%[0.501 µM],27%,-20%,-3%,-24%,1
